Compound activity deposited in PubChem by Johns Hopkins Ion Channel Center.
RGS4 inh – RGS4 inhibitors, primary screen, cell-based, HEK293 M3R inducible RGS4, calcium flux. Regulator of G-protein signaling 4 (Homo sapiens), P49798. Fluo-4 calcium flux; hits give high values; triggered by carbachol at its EC20. B-score at 10 µM. 310,000 tested, 0.45% active. AID 463165, 2010;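 active means B-score, a plate-corrected calcium signal, over three deviations above library mean, with baseline fluorescence within five deviations of library mean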;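 further: RGS4 expression induced by doxycycline in cells with stable M3 receptor; B-score is computed from the integrated fluorescence ratio over baseline after carbachol; higher B-score means a larger calcium signal and so more RGS4 inhibition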
MrgX1 antagonist – antagonists of human MrgX1 receptor, primary screen, HEK293 cells, Fluo-4 calcium flux | 310,000 tested, 1.3% active | B-score at 10 µM | AID 588676, 2011 | Mas-related G-protein coupled receptor member X1 (Homo sapiens), Q96LB2 | BAM8-22 antagonism; hits give low values;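 active means calcium-response B-score plate-corrected more than 3 library SD below zero, starting fluorescence within 5 deviations, no agonist response on first addition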;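 further: peak minus trough fluorescence over baseline after final BAM8-22 challenge near maximal dose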
TMEM16A inh – TMEM16A chloride channel inhibitors, primary screen, cell-based, HTS. Anoctamin-1 (Mus musculus), Q8BHY3. HEK293 TMEM16A/YFP iodide influx fluorescence, ionomycin. normalized B-score (activity score, 25-100; higher = stronger inhibition) at 10 µM. 310,000 tested, 1.2% active. AID 588511, 2011;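 active means ratio plate-corrected score three or more library SD toward inhibition, starting fluorescence score within five deviations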;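 further: score derived from kinetic fluorescence span divided by baseline fluorescence per well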
TRPC4 agonist – activators of mouse TRPC4 channel, primary screen, Fluo4 calcium, HEK293 TRPC4beta/mu-opioid cells | Fluo4 calcium fluorescence; hits give high values | Short transient receptor potential channel 4 (Mus musculus), Q9QUQ5 | AID 2237, 2010 | 310,000 tested, 0.49% active | B-score at 10 µM;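 active means B-score above 5 SD of library B-scores, and initial fluorescence ratio not above library mean plus 5 SD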;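 further: positive B-score marks a calcium rise read as TRPC4 activation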
Target sequence (Q9QUQ5 whole entry, looked up): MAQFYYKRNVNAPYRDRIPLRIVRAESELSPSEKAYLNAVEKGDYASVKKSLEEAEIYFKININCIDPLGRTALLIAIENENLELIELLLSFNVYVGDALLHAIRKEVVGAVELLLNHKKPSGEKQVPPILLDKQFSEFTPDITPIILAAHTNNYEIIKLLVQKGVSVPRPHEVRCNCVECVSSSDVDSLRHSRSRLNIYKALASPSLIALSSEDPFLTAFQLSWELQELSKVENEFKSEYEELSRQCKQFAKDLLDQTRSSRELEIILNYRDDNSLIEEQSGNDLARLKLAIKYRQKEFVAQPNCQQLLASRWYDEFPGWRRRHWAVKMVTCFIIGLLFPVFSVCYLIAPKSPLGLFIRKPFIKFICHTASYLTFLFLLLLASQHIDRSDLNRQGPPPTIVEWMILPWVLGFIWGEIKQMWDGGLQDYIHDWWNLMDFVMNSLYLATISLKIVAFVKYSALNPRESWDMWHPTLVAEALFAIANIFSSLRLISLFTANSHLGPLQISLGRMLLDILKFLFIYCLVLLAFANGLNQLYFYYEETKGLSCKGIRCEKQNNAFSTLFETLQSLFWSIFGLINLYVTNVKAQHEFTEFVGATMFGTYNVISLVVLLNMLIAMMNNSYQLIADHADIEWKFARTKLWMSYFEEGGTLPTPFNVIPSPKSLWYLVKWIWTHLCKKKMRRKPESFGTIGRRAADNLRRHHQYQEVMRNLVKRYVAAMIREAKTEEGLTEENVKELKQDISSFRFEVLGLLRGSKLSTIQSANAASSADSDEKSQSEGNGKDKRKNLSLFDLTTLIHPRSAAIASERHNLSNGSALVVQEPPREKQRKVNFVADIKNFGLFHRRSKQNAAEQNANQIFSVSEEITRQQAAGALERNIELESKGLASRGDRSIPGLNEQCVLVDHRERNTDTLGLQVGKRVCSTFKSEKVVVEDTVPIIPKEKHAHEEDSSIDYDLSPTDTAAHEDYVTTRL
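Material: HEK293 stable line with TRPC4beta plus mu-opioid receptor; technique: Fluo4 calcium-sensitive dye fluorescence, kinetic, 1 Hz baseline; timing: Fluo4 dye loading 45 min at room temperature, 110 s recording; controls: assay buffer as low control, maximal DAMGO as high control; read-out: integrated baseline-normalised fluorescence ratio, converted to per-well B score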
TRPC6 activator – mouse TRPC6 channel activators, primary screen, cell-based, HEK293, membrane potential dye; B-score at 10 µM; Short transient receptor potential channel 6 (Mus musculus), Q61143; 310,000 tested, 0.13% active; HEK293-TRPC6 membrane potential dye fluorescence; hits give high values;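 active means B-score of the integrated fluorescence ratio above library mean plus 3 SD, and starting fluorescence ratio within library mean plus 5 SD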;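 further: higher score means more depolarization so channel activation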
MrgX1 allo act – positive allosteric modulators of MrgX1, primary screen, HEK293 cells, Fluo-4 calcium flux. B-score at 10 µM. 310,000 tested, 0.63% active. AID 588675, 2011. Mas-related G-protein coupled receptor member X1 (Homo sapiens), Q96LB2. FDSS; hits give high values;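 active means plate-corrected calcium response at least 3 library SD above typical, normal starting fluorescence, not activating the receptor alone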;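 further: compound read alongside a low EC10 to EC30 dose of BAM8-22 agonist; peak minus trough fluorescence over baseline measured at the second addition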
MrgX1 agonist – agonists of human MrgX1 receptor, primary screen, HEK293 cells, Fluo-4 calcium flux | Mas-related G-protein coupled receptor member X1 (Homo sapiens), Q96LB2 | Fluo-4 calcium fluorescence, agonist mode; hits give high values | B-score at 10 µM | 310,000 tested, 0.44% active | AID 588627, 2011;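 active means calcium response B-score plate-corrected fluorescence ratio at least 3 library SD, with starting fluorescence B-score inside 5 SD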
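Test system: HEK293 cells stably expressing human MrgX1 receptor; Input: fifteen thousand cells per well; Dosing: compound delivered in addition one of three; Schedule: overnight seeding, then 1 h dark dye loading; Technique: Fluo-4 NW calcium fluorescence; Measure: B-scored fluorescence response ratio; Controls: positive and negative controls per plate.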
ANO1 activ – TMEM16A chloride channel activators or potentiators, primary screen, cell-based, HTS | HEK293 TMEM16A/YFP-H148Q/I152L, iodide quench fluorescence; hits give low values | B-score at 10 µM | 340,000 tested, 0.3% active | AID 623877, 2012;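 active means fluorescence-ratio B-score plate-corrected deviation score at least 3 library SD below zero, with starting fluorescence score within 5 deviations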;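 further: channel opened by trigger with iodide after compound preincubation; score built on the fluorescence ratio of max minus min over baseline; more negative score means more quench and so TMEM16A activation or potentiation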
TRPC4 block – inhibitors of mouse TRPC4 channel, primary screen, Fluo4 calcium, HEK293 TRPC4beta/mu-opioid cells; B-score at 10 µM; Short transient receptor potential channel 4 (Mus musculus), Q9QUQ5; 300,000 tested, 0.39% active; DAMGO-evoked Fluo4 calcium flux; hits give low values; AID 2247, 2010;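 active means B-score over 3 SD under the library average, no early fluorescence shift, positive overall ratio signal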
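test system = HEK293 cells with stable TRPC4beta plus mu-opioid receptor expression | detection = Fluo4 Ca2+ flux fluorescence | read-out = integrated fluorescence ratio relative to baseline, converted to per-well B score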
TRPC4 potent – positive allosteric modulators of TRPC4, primary screen, cell-based, mouse TRPC4beta, HEK293 mu-opioid, Fluo-4 calcium. AID 2227, 2009. DAMGO EC20, Fluo-4 Ca2+ flux; hits give high values. 310,000 tested, 0.42% active. B-score at 10 µM;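 active means B-score of calcium response area above 5 SD of library B-scores, with initial fluorescence ratio within 5 SD of library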;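 further: B-score of integrated fluorescence ratio over time as area under calcium response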
TRPC6 inh – mouse TRPC6 channel inhibitors, primary screen, cell-based, HEK293, membrane potential dye. Short transient receptor potential channel 6 (Mus musculus), Q61143. ACh-evoked depolarization; hits give low values. B-score at 10 µM. 310,000 tested, 1.1% active. AID 2553, 2010;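 active means B-score under library mean minus 3 SD, initial fluorescence not abnormally high, positive integrated signal ratio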;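 further: B-score derived from integrated fluorescence ratio over the kinetic read; more negative B-score means stronger inhibition of depolarization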
* marks the source's active call; other numbers are inactive results; i = inactive; x = no result given.

SMILES	RGS4 inh	MrgX1 antagonist	TMEM16A inh	TRPC4 agonist	TRPC6 activator	MrgX1 allo act	MrgX1 agonist	ANO1 activ	TRPC4 block	TRPC4 potent	TRPC6 inh
O=c1[nH]c(=S)[nH]c2nc(-c3cccs3)cc(C(F)(F)F)c12	i	i	i	i	i	i	i	i	i	i	i
Cc1ccc(S(=O)(=O)Oc2ccc(N3C(=O)C4C5CCC(C5)C4C3=O)cc2)cc1 (configuration not stated)	i	i	i	i	i	i	i	i	i	i	i
COc1ccc(NC(=O)CN(C)C(=O)C(C)Oc2ccc(Br)cc2)cc1 (configuration not stated)	i	i	i	i	i	i	i	i	i	i	i
COc1ccc(OCCn2cncn2)cc1	i	i	i	i	i	i	i	i	i	i	i
Brc1ccccc1OCCOCCOc1cccc2cccnc12	i	i	i	i	i	i	i	i	i	i	i
COc1ccc(CCNC(=O)c2[nH]c(C)c(C(C)=O)c2C)cc1OC	i	i	i	i	i	i	i	i	i	i	i
CCOc1ccc(C(=O)Nc2nc(C)cc(C)n2)cc1[N+](=O)[O-]	i	i	i	i	i	i	i	i	i	i	i
Cc1ccc(NC(=O)Cc2nnc(SCC(=O)NC3CCCC3)n2C)cc1	i	i	i	i	i	i	i	i	i	i	i
COc1ccc(N(C(=O)c2cnccn2)C(C(=O)NC2CCCCC2)c2ccccc2)cc1 (configuration not stated)	i	i	i	i	i	i	i	i	i	i	i
Cc1ccc(S(=O)(=O)Nc2ccccc2CNc2ccc(Br)cn2)cc1	i	i	i	i	i	i	i	i	i	i	i
Cc1cccc(C)c1OCC(=O)NC1CC1	i	i	i	i	i	i	i	i	i	i	i
CC(C)N(Cc1cn[nH]c1-c1ccc(-c2ccccc2)cc1)Cc1nccn1C	i	i	i	i	i	i	i	i	i	i	i
C/C(=N\NC(=O)C(N)=O)c1ccc(NC(=O)c2cccs2)cc1	i	i	i	i	i	i	i	i	i	i	i
CCS(=O)(=O)N1Cc2ccccc2CC1C(=O)Nc1nc2c(C)cccc2s1 (configuration not stated)	i	i	i	i	i	i	i	i	i	i	i
O=C1CC(c2ccccc2)CC(=O)C1Sc1ccc(Cl)cc1 (configuration not stated)	i	i	i	i	i	i	i	i	i	i	i
O=C(O)/C=C/c1cn(-c2ccccc2)nc1-c1cc2ccccc2oc1=O	i	i	i	i	i	i	i	i	i	i	i
CCc1ccc(Cn2nnc(C(=O)NCc3ccccc3OC)c2N)cc1	i	i	i	i	i	i	i	i	i	i	i
CC1=NN(c2ccccc2)C(=O)C1C(=O)c1ccc(Cl)cc1 (configuration not stated)	i	i	i	i	i	i	32*	i	i	i	i
CCOC(=O)c1ccc(NC=C2C(=O)OC3(CCCCC3)OC2=O)cc1	i	i	i	i	i	i	i	i	i	i	i
COc1cc(/C=N/S(=O)(=O)c2ccccc2)cc(OC)c1O	i	i	i	i	i	i	i	i	i	i	i
COc1cc(/C=N/NC(=O)c2cn(-c3cccc(C)n3)cn2)ccc1O	i	i	i	i	i	i	i	i	i	i	i
O=C(N=C1SC2CS(=O)(=O)CC2N1Cc1ccc(Cl)cc1)C1CC1 (configuration not stated)	i	i	i	i	i	i	i	i	i	i	i
CCC1SC(N)=NC1=O (configuration not stated)	i	i	i	i	i	i	i	i	i	i	i
COc1ccc(CCNC(=O)c2nnc(CS(=O)(=O)c3ccccc3)o2)cc1OC	i	i	i	i	i	i	i	i	i	i	i
CC1=C(C(=O)Nc2cccnc2)C(c2ccncc2)n2nnnc2N1 (configuration not stated)	i	i	i	i	i	i	i	i	i	i	i
Continuation:
SMILES	RGS4 inh	MrgX1 antagonist	TMEM16A inh	TRPC4 agonist	TRPC6 activator	MrgX1 allo act	MrgX1 agonist	ANO1 activ	TRPC4 block	TRPC4 potent	TRPC6 inh
O=C(CCS(=O)(=O)Cc1ccc(Cl)cc1)NCCCN1CCN(c2ccccc2F)CC1	i	i	i	i	i	i	i	i	i	i	i
CCCNC(=O)CN1C(=O)NC(Cc2c[nH]c3ccccc23)C1=O (configuration not stated)	i	i	i	i	i	i	i	i	i	i	i
NC(=O)c1cnn2c1NC(c1ccc(F)cc1)CC2C(F)(F)F (configuration not stated)	i	i	i	i	i	i	i	i	i	i	i
CCOC(=O)c1c(C)c2c(n1C)CCC/C2=N\O	x	i	i	x	x	i	i	i	x	x	x
O=C(NCc1ccc2c(c1)OCO2)C(=O)NCC1OCCN1S(=O)(=O)c1ccc(Br)cc1 (configuration not stated)	i	i	i	i	i	i	i	i	i	i	i
CCN(c1ccccc1)S(=O)(=O)c1cc(C(=O)Nc2ccccc2Cl)ccc1F	i	i	i	i	i	i	i	i	i	i	i
COc1ccc(-c2ccc(-c3nnc(Cc4ccc(OC)c(OC)c4)o3)cc2)cc1	i	i	25*	i	i	i	i	i	i	i	i
COc1ccccc1Nc1nc(N)nc(CSCCO)n1	i	i	i	i	i	i	i	i	i	i	i
O=C(COc1cccc2cccnc12)Nc1nccs1	i	i	i	i	i	i	i	i	i	i	i
O=C(COc1ccccc1)NNC1=NS(=O)(=O)c2ccccc21	i	i	i	i	i	i	i	i	i	i	i
COC(=O)c1cn(NC(=O)Cc2ccc(OC)c(OC)c2)c(=O)c2ccccc12	i	i	i	i	i	i	i	i	i	i	i
COc1ccc([C@@H]2CC=C(C(=O)O)[C@H](c3cccc(Cl)c3)N2S(=O)(=O)c2ccc(C)cc2)cc1OC	x	i	i	x	x	i	i	i	x	x	x
COc1ccc(Oc2nc(-c3ccccn3)nc3ccccc23)cc1	i	i	i	i	i	i	i	i	i	i	i
COc1ccc(C(=O)NCC(=O)OCC(=O)c2cc(OC)c(OC)c(OC)c2)cc1OC	i	i	i	i	i	i	i	i	i	i	i
COc1ccccc1C1C(C(=O)c2sc(C)nc2C)=C(O)C(=O)N1CCN1CCOCC1 (configuration not stated)	i	i	i	i	i	i	i	i	i	i	i
O=C(N/N=C/c1ccc2c(c1)OCO2)C1COc2ccccc2O1 (configuration not stated)	i	i	i	i	i	i	i	i	i	i	i
O=C1C=C(c2ccccc2)OC2(CCCC2)O1	i	i	i	i	i	i	i	i	i	i	i
CC(C)c1cc(CNC(=O)CCc2nnc(CCCCc3ccccc3)o2)on1	i	i	i	i	i	i	i	i	i	i	i
CC1(c2nnc(-c3ccc(F)cc3)o2)CC(c2ccncc2)=NO1 (configuration not stated)	i	i	i	i	i	i	i	x	i	i	i
O=[N+]([O-])c1ccc(Oc2ccc(-c3cnc4ccccc4n3)cc2[N+](=O)[O-])cc1	i	i	i	i	i	i	i	i	i	i	i
O=C(COc1ccccc1)NCC(=O)Nc1ccncc1	i	i	i	i	i	i	i	i	i	i	i
CC(C)c1ccc(NC(=O)Cn2c(=O)oc3ccccc32)cc1	i	i	i	i	i	i	i	i	i	i	i
CN(C(=O)COC(=O)c1ccccc1NC(=O)c1ccco1)C1CCS(=O)(=O)C1 (configuration not stated)	i	i	i	i	i	i	i	i	i	i	i
Cc1ccc(OCc2cc(C(=O)NCC3COCCO3)no2)cc1C (configuration not stated)	i	i	i	i	i	i	i	i	i	i	i
c1coc(Cn2c(SCc3nc4ccccc4[nH]3)nnc2-c2cccs2)c1	i	i	i	i	i	i	i	i	i	i	i
Next section.
SMILES	RGS4 inh	MrgX1 antagonist	TMEM16A inh	TRPC4 agonist	TRPC6 activator	MrgX1 allo act	MrgX1 agonist	ANO1 activ	TRPC4 block	TRPC4 potent	TRPC6 inh
Cc1cccc(C(=O)Nc2nnc(-c3cccnc3)o2)c1	i	i	i	i	i	i	i	i	i	i	i
CCOC(=O)Cn1c2ccc(OC)cc2c2nc3ccccc3nc21	i	i	i	i	i	i	i	i	i	i	i
O=C(Cn1c2ccccc2c2nc3n(c(=O)c21)CCS3)Nc1ccccc1	i	i	i	i	i	i	i	-32*	i	i	i
O=C(CCNS(=O)(=O)c1ccccc1)OCc1nc2ccsc2c(=O)[nH]1	i	i	i	i	i	i	i	i	i	i	i
Cc1ccc(CCNC(=O)CCS(=O)(=O)c2ccc(Br)cc2)cc1	i	-8.1*	i	i	i	i	i	i	i	i	i
O=S1(=O)CCN2C(c3cccc4ccccc34)=CSC2=N1	i	i	i	i	i	i	i	i	i	i	i
COCCCNCC#CCOc1ccc(OC)cc1	i	i	i	i	i	i	i	i	i	i	i
Cc1cccc(/C=N/N(CCO)C2=NS(=O)(=O)c3ccccc32)c1	i	i	i	i	i	i	i	i	i	i	i
CCOC(=O)N/N=C/c1cccnc1	i	i	i	i	i	i	i	i	i	i	i
CCc1nnc(NC(=O)C2Cc3ccccc3CN2S(=O)(=O)c2cccs2)s1 (configuration not stated)	i	i	i	i	i	i	i	i	i	i	i
NC(=O)c1oc2ccc(Cl)cc2c1N	i	i	i	i	i	i	i	i	i	i	i
COc1nc(Cl)cn(-c2ccc(Cl)cc2)c1=O	i	i	i	i	i	i	i	i	i	i	i
COc1ccccc1N1CCN(Cc2nc3ccccc3c(=O)n2CC(C)=O)CC1	i	i	i	i	i	i	i	i	i	i	i
CC(/C=C/c1ccco1)=N/NC(=O)Cc1cccs1	i	i	i	i	i	i	i	i	i	i	i
